From PubChem
DYRK1A inh = blocks rat Dyrk1A kinase activity | ADP-Glo luminescence, NFATc1 peptide | Q63470 | inhibition, % at 12.5 µM | AID 504441 | actives 0.43% (n = 310,000); in the data active = inhibition above about 50%;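 note: plate controls were vehicle with enzyme for no effect and no enzyme for full effect; many of its hits are not listed in these tables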
KCNK9 inh = human KCNK9 channel inhibition. Q9NPC2. HEK293 KCNK9, FluxOR thallium flux fluorescence; stronger effect = lower value. B-score at 10 µM. actives 1.2% (n = 310,000);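 active = ratio B-score over 3 SD below the library mean, with starting fluorescence within 5 SD of its mean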;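 note: negative B-score means less thallium flux so channel inhibition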
Target sequence (Q9NPC2 whole entry, looked up): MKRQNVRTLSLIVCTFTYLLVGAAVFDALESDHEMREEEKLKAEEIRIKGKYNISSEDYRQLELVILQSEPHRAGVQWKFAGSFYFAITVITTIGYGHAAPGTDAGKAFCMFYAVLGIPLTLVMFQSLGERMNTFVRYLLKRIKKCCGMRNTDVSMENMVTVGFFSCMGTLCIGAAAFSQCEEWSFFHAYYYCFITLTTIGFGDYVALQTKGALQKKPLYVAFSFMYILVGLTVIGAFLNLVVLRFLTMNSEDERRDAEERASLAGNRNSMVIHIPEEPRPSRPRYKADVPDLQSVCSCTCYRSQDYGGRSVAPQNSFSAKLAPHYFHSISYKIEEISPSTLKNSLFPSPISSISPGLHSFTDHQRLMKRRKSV
TRPC4 act = activators of mouse TRPC4 channel; Q9QUQ5; HEK293 TRPC4beta/mu-opioid, Fluo4 calcium fluorescence; stronger effect = higher value; B-score at 10 µM; actives 0.49% (n = 310,000); AID 2237;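 active = B-score above 5 SD of library B-scores, and initial fluorescence ratio not above library mean plus 5 SD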;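 note: positive B-score marks a calcium rise read as TRPC4 activation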
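Material: TRPC4beta and mu-opioid receptor HEK293 stable cells | Incubation: 45 min room-temperature Fluo4 loading, 110 s read | Detection: Kinetic Fluo4 calcium fluorescence | Measure: Integrated baseline-normalised fluorescence ratio, converted to per-well B score | Benchmarks: Low control buffer alone, high control maximal DAMGO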
TRPC4 PAM = TRPC4 (mouse) allosteric potentiation. actives 0.42% (n = 310,000). AID 2227. B-score at 10 µM. Q9QUQ5. HEK293 TRPC4beta/mu-opioid, DAMGO EC20, Fluo-4 Ca2+ flux; stronger effect = higher value;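 active = B-score of calcium response area above 5 SD of library B-scores, with initial fluorescence ratio within 5 SD of library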;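 note: B-score of integrated fluorescence ratio over time as area under calcium response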
HDAC3 inh = blocks human histone deacetylase 3; recombinant HDAC3, fluorogenic peptide/trypsin coupled, fluorescence; inhibition, % at 8.3 µM; AID 2718; actives 0.15% (n = 320,000); in the data active = inhibition above about 26%, passing the limit was not always enough
TMEM16A act = activators or potentiators of mouse TMEM16A chloride channel. HEK293 TMEM16A/YFP-H148Q/I152L, iodide quench fluorescence; stronger effect = lower value. B-score at 10 µM. actives 0.3% (n = 340,000);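 active = fluorescence-ratio B-score plate-corrected deviation score at least 3 library SD below zero, with starting fluorescence score within 5 deviations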;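 note: channel opened by trigger with iodide after compound preincubation; score built on the fluorescence ratio of max minus min over baseline; more negative score means more quench and so TMEM16A activation or potentiation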
KCNQ1 act = potentiators or activators of human KCNQ1 potassium channel; actives 0.35% (n = 310,000); AID 2648; CHO-K1 KCNQ1, thallium flux FluxOR fluorescence; stronger effect = higher value; P51787; B-score at 10 µM;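 active = fluorescence ratio B-score, a plate-corrected score, at least three library SD, with initial intensity B-score within 5 SD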
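Schedule – 37 °C overnight plating, 90-min dark dye load, 20-min compound pretreatment · System – stable KCNQ1 CHO-K1 line · Probe or stimulus – thallium- and potassium-containing depolarizing buffer · Measured by – kinetic FluxOR fluorescence, 10 s baseline plus 110 s post-stimulus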
KCNQ1 block = human KCNQ1 channel inhibition. CHO-K1 KCNQ1, FluxOR thallium flux fluorescence; stronger effect = higher value. B-score at 10 µM. AID 2642. actives 1.3% (n = 310,000). P51787;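 active = compounds whose thallium flux B-score, printed positive for inhibition, exceeds three library SD while starting fluorescence stays within three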;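 note: channel opened by potassium depolarization with thallium stimulus after 20 min compound exposure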
hERG rescue = hERG (human) protection from proarrhythmic block. activation (rescue from dofetilide block), less the hit threshold, % at 10 µM. actives 0.51% (n = 310,000). CHO-hERG, FluxOR thallium flux, dofetilide IC70 present;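 active = activation above the mean of controls blocked by dofetilide plus 5 SD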;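 note: thallium influx through hERG after potassium depolarization seen as dye fluorescence rise; in these data hits start at about 4.7%; inactives centre near -7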
KCNK3 block = human KCNK3 channel inhibition, primary screen | O14649 | CHO-KCNK3 thallium flux, FluxOR fluorescence; stronger effect = lower value | B-score at 10 µM | actives 0.84% (n = 340,000);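 active = B-score under library mean minus 4 SD, starting fluorescence ratio at most library mean plus 5 SD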;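 note: more negative B-score means stronger inhibition of thallium flux through KCNK3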
Target sequence (O14649 whole entry, looked up): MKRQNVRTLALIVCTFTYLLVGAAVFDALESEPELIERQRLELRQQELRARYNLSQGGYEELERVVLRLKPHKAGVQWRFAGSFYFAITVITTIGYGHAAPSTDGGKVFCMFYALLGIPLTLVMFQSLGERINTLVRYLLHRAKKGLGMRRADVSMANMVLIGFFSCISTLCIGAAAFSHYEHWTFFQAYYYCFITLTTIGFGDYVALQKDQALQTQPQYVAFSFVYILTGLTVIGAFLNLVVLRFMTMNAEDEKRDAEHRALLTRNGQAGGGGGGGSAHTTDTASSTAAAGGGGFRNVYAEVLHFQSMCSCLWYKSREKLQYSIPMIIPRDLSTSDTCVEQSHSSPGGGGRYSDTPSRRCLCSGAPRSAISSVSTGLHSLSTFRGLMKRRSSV
TMEM16A inh = inhibitors of mouse TMEM16A calcium-activated chloride channel. Q8BHY3. HEK293 TMEM16A/YFP iodide influx fluorescence, ionomycin. normalized B-score (activity score, 25-100; higher = stronger inhibition) at 10 µM. actives 1.2% (n = 310,000). AID 588511;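 active = ratio plate-corrected score three or more library SD toward inhibition, starting fluorescence score within five deviations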;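 note: score derived from kinetic fluorescence span divided by baseline fluorescence per well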
* = called active by the depositor; i = inactive; / = not tested or not shown.

SMILES	DYRK1A inh	KCNK9 inh	TRPC4 act	TRPC4 PAM	HDAC3 inh	TMEM16A act	KCNQ1 act	KCNQ1 block	hERG rescue	KCNK3 block	TMEM16A inh
Cc1cccc(N2CC(c3nc4ccccc4n3C)CC2=O)c1C (stereo not drawn)	3	i	i	i	-2	i	i	i	-11	i	i
CN(C)C(=O)CCSc1nnc(-c2ccco2)o1	-5	i	i	i	-11	i	i	i	-6	i	i
Cc1cccc(C)c1NC(=O)CSc1nnc(-c2cnccn2)n1C	1	i	i	i	-1	i	i	i	-3	i	i
COC(=O)c1ccc(C)c(NC(=O)CN2C(=O)c3ccccc3S2(=O)=O)c1	3	i	i	i	-4	i	i	i	0	i	i
COc1cc(/C=C2\SC(=S)N(CC(=O)Nc3ccccn3)C2=O)cc(OC)c1OC	-5	i	i	i	10	i	i	i	-8	i	i
Cc1ccc(-c2cc(-c3ccccc3Cl)c(C#N)c(N)n2)o1	/	i	i	i	-60	i	i	i	-24	i	i
CC(C)(C)OC(=O)NCCCCC1=CC2=CC(=O)C(C)(OC(=O)c3cnc4ccccc4n3)C(=O)C2=CO1 (stereo not drawn)	/	i	i	i	2	/	i	i	0	/	i
COc1ccc(NC(=O)CN2C(=O)CC(C)S(=O)(=O)c3ccccc32)cc1 (stereo not drawn)	/	i	i	i	3	i	i	i	-5	i	i
Cc1ccc(CN2C(=O)c3ccccc3NC23CCN(Cc2ccccc2)CC3)cc1	4	i	i	i	-17	i	i	i	-20	i	i
CC(=O)Nc1ccccc1P(=O)(c1ccccc1)c1ccccc1OC(C)=O (stereo not drawn)	-2	i	i	i	-4	i	i	i	-8	i	i
COc1ccc(NC(=O)/C=C/c2cccc(C(F)(F)F)c2)cn1	1	i	i	i	3	i	i	i	-10	i	i
CCCCC(OC(=O)CN1C(=O)COc2ccccc21)C(=O)NC1CCCCC1 (stereo not drawn)	-2	i	i	i	2	i	i	i	-10	i	i
Cc1ccc(-c2nc(CS(=O)CC(=O)NCCCN3CC(C)CC(C)C3)c(C)o2)cc1 (stereo not drawn)	-3	i	62*	i	-4	i	i	i	-13	i	i
O=C1C(=C2CCCCC2)SC(=S)N1Cc1ccco1	0	i	i	i	-1	i	i	i	-19	i	i
CCOc1cc(-c2nnc(-c3ccco3)o2)cc(OCC)c1OCC	-2	i	i	i	-8	i	i	i	-10	i	i
COC(=O)C1=CN(Cc2ccc(OC)cc2)C=C(C(=O)OC)C1c1ccsc1	-1	i	i	i	-8	i	i	i	-5	i	i
O=C(O)c1ccccc1NS(=O)(=O)c1ccc(NNC(=S)Nc2ccc(OC(F)F)cc2)c([N+](=O)[O-])c1	-2	i	i	i	/	i	i	i	-18	i	/
CCN(CC)CCOc1cc2c(nn1)Oc1ccccc1N2C	6	i	i	i	-7	i	i	i	-8	i	i
O=C(Nc1nccs1)c1cccnc1Cl	3	i	i	i	-1	i	i	i	-5	i	i
Cc1ccc(S(=O)(=O)N(CC(=O)NCc2ccccc2)C(=O)N2CCN(C)CC2)cc1	1	i	i	i	/	i	i	i	-4	i	/
CC(=O)/C(=N/Nc1cccc(Cl)c1)Sc1nnc(C(O)c2ccccc2)n1-c1ccccc1 (stereo not drawn)	0	i	i	i	6	i	i	i	-6	i	i
S=C(NC12CC3CC(CC(C3)C1)C2)N1CCOCC1	/	i	i	i	5	i	i	i	-7	i	i
O=C(O)c1cccc(Nc2nc(-c3cccnc3)nc3ccccc23)c1	17	i	i	i	-3	i	i	i	-10	i	i
CCOC(=O)c1c(NC(=O)CSc2nnc(-c3ccco3)o2)sc(C(C)=O)c1C	2	i	i	i	-9	i	i	i	-6	i	i
CCOc1cc(-c2nn3cnnc3s2)cc(OCC)c1OCC	-2	i	i	i	2	i	i	i	-14	i	i

Of the compounds above, these contain an aryl thioether with sulfur outside any ring:
SMILES	DYRK1A inh	KCNK9 inh	TRPC4 act	TRPC4 PAM	HDAC3 inh	TMEM16A act	KCNQ1 act	KCNQ1 block	hERG rescue	KCNK3 block	TMEM16A inh
CN(C)C(=O)CCSc1nnc(-c2ccco2)o1	-5	i	i	i	-11	i	i	i	-6	i	i
Cc1cccc(C)c1NC(=O)CSc1nnc(-c2cnccn2)n1C	1	i	i	i	-1	i	i	i	-3	i	i
CCOC(=O)c1c(NC(=O)CSc2nnc(-c3ccco3)o2)sc(C(C)=O)c1C	2	i	i	i	-9	i	i	i	-6	i	i

The listing continues.
SMILES	DYRK1A inh	KCNK9 inh	TRPC4 act	TRPC4 PAM	HDAC3 inh	TMEM16A act	KCNQ1 act	KCNQ1 block	hERG rescue	KCNK3 block	TMEM16A inh
Cc1[nH]n(-c2ccccc2)c(=O)c1/C=N/N1CCOCC1	1	i	i	i	12	-7.4*	i	i	-11	i	i
CCCCCN(C(=O)COC(=O)c1ccc(Br)o1)c1c(N)n(CCCC)c(=O)[nH]c1=O	4	i	i	i	1	i	i	i	-10	i	i
CCN(C(=O)COC(=O)c1ccc(OC)c(S(=O)(=O)N(C)Cc2ccccc2)c1)C1CCS(=O)(=O)C1 (stereo not drawn)	9	i	i	i	-1	i	i	i	-13	i	i
CCCn1c(SCC(=O)Nc2ccc(OC)cc2[N+](=O)[O-])n[nH]c1=O	/	i	i	i	-4	i	i	i	-10	i	i
Cc1ccc2nc(N3CC(=O)Nc4ccccc43)nc(-c3ccccc3)c2c1	-4	/	/	/	1	i	/	/	/	i	i
CC1=C(C(=O)Nc2ccccc2)C(c2ccco2)n2ncnc2N1 (stereo not drawn)	5	i	i	i	-2	i	i	i	-10	i	i
CC(C)c1ccc(NC(=O)Cn2cccc2C2=NC(c3ccccc3)CO2)cc1 (stereo not drawn)	-4	i	i	i	4	i	i	i	-4	i	i
COc1ccc(N/C(C)=C/C(=S)Nc2ccccc2)cc1	-7	i	i	i	2	i	i	i	-5	i	i
Cc1ccc(/C=C/C(=O)NCc2ccc(S(N)(=O)=O)cc2)o1	-1	i	i	i	/	i	i	i	-15	i	/
COC(=O)CSc1nc(-c2ccccc2)c2c(c1C#N)CCCC2	-1	i	i	i	10	i	i	i	-11	i	i
CCOc1cc(/C=C/c2nc3ccccc3s2)ccc1OCC(=O)N1CCOCC1	10	i	i	i	0	i	i	i	-24	i	i
CCc1cc(=O)oc2c(C)c(OC(C)C(=O)NCCCN3CCOCC3)ccc12 (stereo not drawn)	/	i	i	i	-1	i	i	i	-8	i	i
COc1ccc(CNc2ccc(-c3ccccc3OC)nn2)cc1	1	i	i	i	3	i	i	i	-11	i	i
CC(NC(=O)CCCn1cc([N+](=O)[O-])cn1)c1ccccc1 (stereo not drawn)	/	i	i	i	-6	i	i	i	4	i	i
O=S(=O)(c1cccc(Cn2nnc(-c3ccc(F)cc3)n2)c1)N1CCOCC1	1	i	i	i	-8	i	i	i	-12	i	i
Cn1c(=O)c2c(nc(CN3CCOCC3)n2CCc2ccccc2)n(C)c1=O	-2	i	i	i	0	i	i	i	-11	i	i
CC(C)CC(OC(=O)c1nsc(Cl)c1Cl)C(=O)NC1CCCC1 (stereo not drawn)	-4	i	i	i	3	i	i	i	-13	i	i
CCS(=O)(=O)CCSC1OC(COC(C)=O)C(OC(C)=O)C(OC(C)=O)C1OC(C)=O (stereo not drawn)	/	i	i	i	-3	i	i	i	-8	i	i
O=C(O)C1CCCCC1C(=O)Nc1ccc(S(=O)(=O)N2CCCC2)cc1 (stereo not drawn)	-2	i	i	i	0	i	i	i	-4	i	i
Cc1cc2nc3n(c2cc1C)CC1CC(C(=O)NCc2ccccc2)N(C)C31 (stereo not drawn)	-4	i	i	i	-7	i	i	i	-10	i	i
Nc1c(Cl)ncnc1N/N=C/c1ccc(O)cc1	16	i	i	i	17	i	i	i	-10	i	i
CCOC(=O)C1(C)NC(c2ccc(OC)c(OC)c2)C2C(=O)N(CC)C(=O)C21 (stereo not drawn)	2	i	i	i	-1	i	i	i	-10	i	i
COc1ccc(C2=NN(C(=O)c3ccco3)C(c3ccco3)C2)cc1OC (stereo not drawn)	1	i	i	i	5	i	i	i	-4	i	i
Cn1c2ccccc2c2nnc(SCC(=O)NC3CC3)nc21	-5	i	i	i	0	i	i	i	-7	i	i
CCN1CCN(C(c2cccs2)C(C)NC(=O)c2cccnc2)CC1 (stereo not drawn)	-2	i	i	i	-2	i	i	i	-8	i	i
SMILES	DYRK1A inh	KCNK9 inh	TRPC4 act	TRPC4 PAM	HDAC3 inh	TMEM16A act	KCNQ1 act	KCNQ1 block	hERG rescue	KCNK3 block	TMEM16A inh
COc1cc(NC(=S)NC(=O)c2ccc(C)cc2C)ccc1NC(=O)c1cccs1	-1	i	i	i	-2	i	i	i	-4	i	i
Cc1cc(Br)ccc1S(=O)(=O)NCc1ccccc1	-3	i	i	i	-5	i	i	i	-11	i	i
Cn1nc(C(F)(F)F)c(CNC(=O)C(C)(C)CCl)c1N1CCOCC1	1	i	i	i	10	i	i	i	-10	i	i
CCCCCCN=C1CC(C)(C)CC(=O)/C1=C(/O)CCC	-3	-18*	i	i	10	i	i	i	-12	-10*	i
COc1ccc(C(=O)NCC(=O)N/N=C/c2cccnc2)cc1OC	2	i	i	i	-4	i	i	i	-10	i	i
COc1ccc(N2CCN(C(CNC(=O)C(=O)NCC(OC)OC)c3ccco3)CC2)cc1 (stereo not drawn)	-3	i	i	i	1	i	i	i	-7	i	i
CCCc1cc(=O)[nH]c(SCC(=O)N2CCN(S(=O)(=O)c3ccccc3)CC2)n1	0	i	i	i	-1	i	i	i	-10	i	i
CC(=O)Nc1c(O)c2cccc3c2n(c1=O)CCC3	-3	i	i	i	4	i	i	i	-10	i	i
CCCCOC(C)n1cc(F)c(=O)[nH]c1=O (stereo not drawn)	3	i	i	i	2	i	i	i	-9	i	i
CCCN1CCN(CCCNC(=S)Nc2ccc(OC)cc2)CC1	-1	i	i	i	-2	i	i	i	-7	i	i
CC(C)Oc1ccc(C(=O)Nc2c3c(nn2-c2ccccc2)CS(=O)(=O)C3)cc1	0	i	i	i	-9	i	i	i	-7	i	i
O=C(O)c1cc(N/N=C/c2cccc3ccccc23)ccc1Cl	3	i	i	i	1	i	i	i	-11	i	i
CN(C)CCCNS(=O)(=O)c1ccc(-n2nnc3ccccc32)c([N+](=O)[O-])c1	2	i	i	i	2	i	i	i	-4	i	i
O=Cc1c(Cl)nc2ccccn12	3	i	i	i	12	i	i	i	-4	i	i
O=C1CC(c2cccc(Br)c2)c2cc3c(cc2N1)CCC3 (stereo not drawn)	-3	i	i	i	5	i	i	i	-7	i	i
CCN(CC)c1ncnc2c1cnn2Cc1ccc(C)cc1	0	i	i	i	-4	i	i	i	-8	i	i
O=C(CNc1cc(S(=O)(=O)N2CCOCC2)ccc1N1CCCC1)N1CCc2ccccc21	/	i	i	i	5	i	i	i	-9	i	i

Not all compounds are listed; count on the stated rates, not on these rows.
